# 697 NFkB inh – inhibitors of the PMA/ionomycin-induced NF-kB reporter in 697 B cells | 697 B-cell NF-kB luciferase reporter, 16 h | inhibition, % at 4 µM | 0.33% of 330,000 active; in the data active = inhibition above about 35%
# CXCR6 inh – blocks human CXCR6 beta-arrestin recruitment. inhibition, % at 20 µM. CHO-K1 PathHunter CXCR6 beta-arrestin, luminescence. 0.36% of 360,000 active; in the data active = inhibition above about 34%, passing the limit was not always enough;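 note: antagonist mode with CXCL16 agonist at 10 nM final; 0% = 10 nM CXCL16 with DMSO and 100% = unstimulated wells without agonist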
# Target sequence (O00574 whole entry, looked up): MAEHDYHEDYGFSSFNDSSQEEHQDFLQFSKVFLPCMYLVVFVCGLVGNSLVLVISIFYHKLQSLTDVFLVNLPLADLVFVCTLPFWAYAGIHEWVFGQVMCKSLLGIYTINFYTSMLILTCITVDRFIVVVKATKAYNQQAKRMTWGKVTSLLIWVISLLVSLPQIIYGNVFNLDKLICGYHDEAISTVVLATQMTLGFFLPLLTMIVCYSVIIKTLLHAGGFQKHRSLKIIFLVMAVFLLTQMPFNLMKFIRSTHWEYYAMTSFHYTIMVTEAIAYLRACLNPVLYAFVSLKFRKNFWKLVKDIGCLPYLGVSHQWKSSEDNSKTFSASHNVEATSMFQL
# Mdm2-MdmX inh – disrupts the human Mdm2-MdmX interaction | O15151+Q00987 | SaOS-2 split-luciferase Mdm2/MdmX complementation, luminescence | 3% of 330,000 active | inhibition, % at 8 µM;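 active = inhibition of at least 50% at 8 µM in the primary screen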
# EBI2 block – EBI2 (human) antagonism | EBI2 beta-arrestin recruitment, luminescence, 7a,25-OHC stimulated | inhibition, % at 5 µM | 0.81% of 360,000 active | AID 651636; in the data active = inhibition above about 38%;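 note: enzyme fragment complementation signal reports receptor beta-arrestin coupling in cells; 0% = agonist plus DMSO wells and 100% = wells without agonist; some results beyond the cut were filed as inactive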
# Gli-Sufu antag – blocks Gli-Sufu signaling in a luciferase reporter | Sufu-KO-LIGHT fibroblasts, Gli luciferase reporter luminescence | inhibition, % at 5 µM | 0.74% of 340,000 active | AID 588413;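 active = inhibition above about 55%, limit read from the data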;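 note: 0% = DMSO-treated cells and 100% = wells with medium but no cells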
# CCR6 antag – antagonists of human CCR6 receptor | inhibition, % at 20 µM | 0.49% of 340,000 active | CHO-K1 CCR6 PathHunter beta-arrestin, luminescence, CCL20-stimulated;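 active = compounds whose inhibition of the agonist-driven luminescence signal at 20 µM reaches about 50%, limit read from the data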;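 note: cells stimulated with CCL20 at 14 nM final; plate controls were DMSO with CCL20 for no effect and DMSO without agonist for full effect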
# Target sequence (P51684 whole entry, looked up): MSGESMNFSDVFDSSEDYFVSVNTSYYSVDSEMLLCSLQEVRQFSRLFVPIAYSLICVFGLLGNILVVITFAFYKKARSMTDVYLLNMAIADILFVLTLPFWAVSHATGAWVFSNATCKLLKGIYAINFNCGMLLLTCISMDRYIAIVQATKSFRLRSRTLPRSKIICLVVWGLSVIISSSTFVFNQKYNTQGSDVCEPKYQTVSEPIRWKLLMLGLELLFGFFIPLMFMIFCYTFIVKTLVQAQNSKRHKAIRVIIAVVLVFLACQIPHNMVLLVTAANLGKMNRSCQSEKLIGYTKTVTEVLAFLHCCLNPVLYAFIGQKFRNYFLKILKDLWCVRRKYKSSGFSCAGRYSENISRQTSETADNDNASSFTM
# Jurkat NFkB inh – inhibitors of the PMA/ionomycin-induced NF-kB reporter in Jurkat cells; PMA/ionomycin-induced NF-kB luciferase reporter, luminescence; inhibition, % at 4 µM; 0.53% of 330,000 active; in the data active = inhibition above about 50%
# UPR XBP1 act – activators of adaptive arm of unfolded protein response (XBP1); CHO-XBP1 luciferase reporter, IRE1-XBP1 UPR activation, luminescence; percent of tunicamycin response, DMSO as zero; activation, % at 20 µM; 0.33% of 330,000 active; AID 463104;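 active = versus positive control, 20 µM dose yields 30% or more activation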;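 note: 100% = tunicamycin at 10 µg/mL and 0% = DMSO only wells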
#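 Material: CHO cell line with stable XBP1 luciferase reporter; buffer or medium: F12 medium containing 10% fetal bovine serum; compound: single point, 20 µM final compound, 1% DMSO; incubation: 6 h treatment, 37 °C; measured by: glow luminescence from Steady-Glo reagent; evaluation: activation, % of tunicamycin; control set: tunicamycin high, DMSO low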
# UPR CHOP act – apoptotic UPR (CHOP) activation. 0.34% of 330,000 active. activation, % at 10 µM. CHO-CHOP luciferase reporter, luminescence; percent of tunicamycin response over DMSO baseline;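 active = at 10 µM dose, activation of 40% or more, normalized to positive control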;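 note: 100% = tunicamycin at 10 µg/mL and 0% = DMSO alone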
#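 measured by = luciferase luminescence | assay system = CHO-CHOP cells, stable luciferase reporter of PERK-eIF2a-CHOP signalling | amount = 500 reporter cells seeded per well | timing = 6 h compound exposure at 37 °C after overnight seeding | controls = positive tunicamycin 10 µg/mL, negative DMSO alone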
# * = called active by the depositor; . = not tested or not shown. No enrichment for hits (roughly 5% active in at least one column).
SMILES,697 NFkB inh,CXCR6 inh,Mdm2-MdmX inh,EBI2 block,Gli-Sufu antag,CCR6 antag,Jurkat NFkB inh,UPR XBP1 act,UPR CHOP act
O=C(O)c1cc(NC(=O)c2ccc3c(c2)C(=O)N(Cc2cccnc2)C3=O)cc(C(=O)O)c1,-1,4,-5,-6,-3,0,3,-3,2.1
Cc1nn(CC(=O)NC2CCS(=O)(=O)C2)c(C)c1S(=O)(=O)N(C)C (stereo unspecified),-11,2,5,-2,-4,-1,8,0,-0.7
O=C(CS(=O)(=O)Cc1ccccc1)Nc1ccc(Cl)cn1,-1,0,16,-16,-1,12,-18,0,-1.0
O=C(c1ccc(Cl)c(S(=O)(=O)N2CCCC2)c1)N1CCN(c2ccccc2)CC1,0,-3,18,6,4,-3,-12,-6,-1.1
Cc1ccccc1-n1ncc2c(SCC(=O)N3c4ccccc4CC3C)ncnc21 (stereo unspecified),10,7,12,14,6,5,7,2,1.7
CCc1nnc(NC(=O)CC(CN(C)S(=O)(=O)c2ccccc2)c2ccccc2)s1 (stereo unspecified),-20,9,6,8,9,8,1,-3,-1.7
CCCCN1CC(O)=C(c2nc(-c3ccc(Br)cc3)cs2)C1=N,0,1,80*,6,4,3,2,1,0.0
Cc1c(NC(=O)CSc2n[nH]c(=O)n2-c2ccccc2)c(=O)n(-c2ccccc2)n1C,16,6,5,5,-2,1,4,-3,-2.0
CCc1ccc(N2CC(C(=O)NCc3ccc4c(c3)OCO4)CC2=O)cc1 (stereo unspecified),24,-1,7,4,-4,-3,4,0,-1.7
Cc1ccc(C(=O)Nc2ccccc2C(=O)O)cc1S(=O)(=O)NCc1ccccc1,-2,-3,8,7,-7,4,-15,-4,-3.2
C=CCNCCCCOc1ccc(OCc2ccccc2)cc1,-99,5,-13,-8,0,14,-101,-2,1.5
Nc1ccccc1C(=O)NC(=O)Nc1ccc(Oc2ncc(Br)cn2)c(Cl)c1,.,0,.,-5,47,2,.,.,.
CN(C)CCNC(=O)C(=O)NCC1CCCN1S(=O)(=O)c1cccs1 (stereo unspecified),25,10,4,3,-4,-6,5,-4,0.3
COc1ccc([C@@H]2[C@@H]3C(=O)N(C(C)(C)C)C(=O)[C@@H]3[C@]3(Cc4ccccc4)C(=O)N(c4ccc(OC)cc4)C(=O)N23)cc1,10,-3,-1,-2,0,1,0,-1,1.5
O=C(CN(C(=O)CNS(=O)(=O)c1ccccc1)C1CCCC1)NCc1ccco1,6,-7,-19,3,4,-5,-1,-3,-1.9
C/C(=N\NC(=O)CCc1c[nH]c2ccccc12)c1ccc([N+](=O)[O-])cc1,9,-11,20,-5,16,6,-16,1,-0.6
COc1cccc(C(=O)N(CN2CCCC2=O)c2cccc(Cl)c2)c1,-9,6,12,2,-13,-7,-6,-1,0.5
COc1cc2c(cc1OC)CN(C(=O)c1sc(-c3cnccn3)nc1C)CC2,-23,5,-22,2,3,-2,-1,3,0.2
O=C(Nc1ccc(N2CCCC2)cc1)c1ccc([N+](=O)[O-])cc1Cl,-33,-11,-16,1,-11,7,-16,-1,-1.2
Cc1c(C)n(C(=O)CN2CCN(c3ccccc3)CC2)c2ccccc12,8,-7,-21,3,5,-1,18,-1,-2.9
Cc1c(C)c2ccc(OCC(=O)Nc3ccccc3C(N)=O)cc2oc1=O,-32,-2,-78,-1,-14,-3,-50,2,1.6
O=C(NCC(=O)N1CCN(S(=O)(=O)c2ccccc2C(F)(F)F)CC1)c1sc2ccccc2c1Cl,0,-3,57*,2,2,0,6,6,2.5
CC(C)c1nnc(NC(=O)CN2C(=O)c3ccccc3C2=O)s1,1,-1,20,-7,2,3,-6,-5,-0.6
Cc1ccc(NC(=O)c2ccc3snnc3c2)cc1C,-116,-1,-77,17,-57,7,-75,-10,5.8
NC(=O)N/N=C/c1ccccc1OC(=O)c1cc2ccccc2oc1=O,-13,0,2,-6,-10,-1,-23,1,8.0

# An excerpt from above in order of their number in EBI2 block, smallest number first.
mol | EBI2 block
CC(C)c1nnc(NC(=O)CN2C(=O)c3ccccc3C2=O)s1 | -7
O=C(Nc1ccc(N2CCCC2)cc1)c1ccc([N+](=O)[O-])cc1Cl | 1
O=C(NCC(=O)N1CCN(S(=O)(=O)c2ccccc2C(F)(F)F)CC1)c1sc2ccccc2c1Cl | 2
CCc1ccc(N2CC(C(=O)NCc3ccc4c(c3)OCO4)CC2=O)cc1 (stereo unspecified) | 4

# Record cards, from the list above. Order of values: 697 NFkB inh	CXCR6 inh	Mdm2-MdmX inh	EBI2 block	Gli-Sufu antag	CCR6 antag	Jurkat NFkB inh	UPR XBP1 act	UPR CHOP act
# Shown for `Cc1ccc(NC(=O)c2ccc3snnc3c2)cc1C` → -116	-1	-77	17	-57	7	-75	-10	5.8
# Shown for `O=C(c1ccc(Cl)c(S(=O)(=O)N2CCCC2)c1)N1CCN(c2ccccc2)CC1` → 0	-3	18	6	4	-3	-12	-6	-1.1
# Shown for `Nc1ccccc1C(=O)NC(=O)Nc1ccc(Oc2ncc(Br)cn2)c(Cl)c1` → .	0	.	-5	47	2	.	.	.
# Shown for `CCc1nnc(NC(=O)CC(CN(C)S(=O)(=O)c2ccccc2)c2ccccc2)s1` (stereo unspecified) → -20	9	6	8	9	8	1	-3	-1.7
# Shown for `Cc1ccccc1-n1ncc2c(SCC(=O)N3c4ccccc4CC3C)ncnc21` (stereo unspecified) → 10	7	12	14	6	5	7	2	1.7

# Following part.
SMILES,697 NFkB inh,CXCR6 inh,Mdm2-MdmX inh,EBI2 block,Gli-Sufu antag,CCR6 antag,Jurkat NFkB inh,UPR XBP1 act,UPR CHOP act
CCOC(=O)c1nc2nc(C)c(Cl)c(=O)n2[nH]1,10,5,-1,1,-14,-4,3,-2,0.0
COc1cccc(CN2CCN(S(=O)(=O)c3ccc(Cl)s3)CC2)c1,-11,0,-14,-6,24,20,-9,0,2.9
COc1ccc(Oc2ncccc2[N+](=O)[O-])cc1,-15,2,2,-14,-8,3,-2,-2,0.9
COc1ccccc1-c1ccc(SCc2cccc(C)c2)nn1,5,8,-2,2,-1,12,1,1,0.2
O=C(NCc1cc(C(F)(F)F)cc(C(F)(F)F)c1)C1CC(c2ccccc2F)=NO1 (stereo unspecified),11,0,35,7,-1,13,1,-3,0.7
Cc1cc(C)c2nc(N3CCN(C)CC3)c(C#N)cc2c1,-3,-1,16,-1,28,4,7,2,0.3
O=C(c1ccccc1)N(Cc1ccc(F)cc1)C1CCS(=O)(=O)C1 (stereo unspecified),16,-4,7,5,1,-9,7,-1,0.3
CC(C(=O)Nc1sccc1C(N)=O)N1C(=O)C2CC=CCC2C1=O (stereo unspecified),23,-12,-1,-7,6,-17,7,-1,-2.2
COc1ccccc1CNC(=O)COC(=O)c1ccc(C)s1,14,-4,-14,-4,8,-1,14,-1,-1.3
Oc1ccccc1C(Nc1nccs1)c1ccc2cccnc2c1O (stereo unspecified),-45,-9,64*,-7,8,1,8,2,0.4
Cc1ccc(Nc2nc(CSc3n[nH]c(N)n3)cs2)cc1,-112,1,-86,0,-47,5,-117,0,7.3
COC(=O)Cc1cn(-c2ncc(C(F)(F)F)cc2Cl)c2ccccc12,5,7,19,-7,6,5,7,-1,-4.0
Cc1ccc(-c2nn(Cc3ccccc3)cc2C(=O)N2CCN(c3ccccn3)CC2)cc1,4,-1,16,13,26,-2,19,-3,-2.2
COC(=O)C1C(O)=C(C=Nc2ccc3ccccc3c2)C(=O)CC1(C)C (stereo unspecified),-20,-8,18,0,-22,13,-17,29,2.2
O=S(=O)(Nc1nc2ccccc2nc1N1CCN(CCO)CC1)c1cc(F)ccc1F,9,1,-6,0,2,-11,-15,2,0.6
CCCCOC(=O)c1ccc(Nc2ccc([N+](=O)[O-])cn2)cc1,-8,2,10,-7,8,0,-2,-2,0.8
CCN(CC)c1cc(Cl)c2nonc2c1N,5,8,26,7,14,18,10,4,2.3
Cc1ccc2nc(-c3ccncc3)[nH]c2c1,-91,-14,-53,1,2,-8,-97,-2,2.2
Cc1cc(NC(=O)C(C)SCC(=O)N(Cc2ccccc2)c2ccccc2)no1 (stereo unspecified),-13,1,67*,-3,4,1,8,-4,0.6
CCC(=O)NNC(=O)c1cc(COc2cc(Cl)cc(Cl)c2)on1,-12,4,16,-1,8,5,-2,-3,-1.3
COc1ccc(O)c(C(=O)c2cnc3c(c2)c(C)nn3C)c1,5,5,-3,-4,4,4,12,2,0.8
S=C1NCN(Cc2cccnc2)CN1Cc1ccccc1,0,7,-11,4,5,1,-8,-2,-2.5
C=CCSc1nnc(CSc2nc3sc4c(c3c(=O)[nH]2)CCCC4)n1-c1ccccc1,.,-3,.,7,-9,3,.,.,.
COc1ccc([N+](=O)[O-])cc1NC(=O)Cc1ccccc1Cl,21,-3,20,5,-6,23,8,-1,1.4
CC(OC(=O)CCc1cc(C(C)(C)C)c(O)c(C(C)(C)C)c1)C(=O)NC1CC1 (stereo unspecified),10,3,10,13,-1,16,2,-1,4.1
Cc1ccc(C)c(OCC(=O)N/N=C/c2c(C)nn(-c3ccccc3)c2Cl)c1,4,.,27,.,.,.,-16,-1,1.2
CCOc1ccccc1Oc1c(C)oc2cc(OC(=O)N3CCOCC3)ccc2c1=O,4,5,-2,-11,3,-9,17,-2,-2.1
COc1cc(OC)cc(C(=O)Nc2cccnc2)c1,9,0,6,0,1,-3,2,-1,-0.1
O=C(CC12CC3CC(CC(C3)C1)C2)NC(=S)NCc1ccccc1,-13,7,41,14,0,29,-16,-2,-1.7
O=C(O)CC1=C(O)C(=O)N(c2ccccc2)C1c1ccc(Br)cc1 (stereo unspecified),19,-9,12,-8,0,11,16,-4,-2.1

# Copied from the listing, 2 compounds:
SMILES,697 NFkB inh,CXCR6 inh,Mdm2-MdmX inh,EBI2 block,Gli-Sufu antag,CCR6 antag,Jurkat NFkB inh,UPR XBP1 act,UPR CHOP act
COc1cccc(CN2CCN(S(=O)(=O)c3ccc(Cl)s3)CC2)c1,-11,0,-14,-6,24,20,-9,0,2.9
COc1ccc(Oc2ncccc2[N+](=O)[O-])cc1,-15,2,2,-14,-8,3,-2,-2,0.9
